From PubChem BioAssay
Efflux pump inh = blocks antifungal efflux pumps in multiplex yeast assay. S. cerevisiae Candida pump triplex, Nile Red efflux. inhibition, % at 10 µM. hit rate 0.44% among 330,000. AID 485275;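 active = plate passing quality check with inhibition over a set limit, or well fluorescence over plate mean plus 4 SD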;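 also: Nile Red retained in pooled yeast measured as flow cytometry median fluorescence; 0% = buffer negative control and 100% = Enniatin B positive control; higher means more Nile Red kept so more efflux inhibition; some compounds called inactive have numbers as strong as hits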
GLD-1 TGE inh = GLD-1-TGE RNA interaction inhibition (C. elegans); Q17339; purified GLD-1 + fluorescein TGE RNA, fluorescence polarization; inhibition, % at 5.96 µM; AID 2280; hit rate 0.44% among 320,000;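 active = percent inhibition above a per-plate cutoff, the plate mean of test compounds plus 3 SD, cut at about 30% in these data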;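 also: 0% = DMSO wells with GLD-1 and probe and 100% = wells lacking GLD-1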
Target sequence (Q17339 whole entry, looked up): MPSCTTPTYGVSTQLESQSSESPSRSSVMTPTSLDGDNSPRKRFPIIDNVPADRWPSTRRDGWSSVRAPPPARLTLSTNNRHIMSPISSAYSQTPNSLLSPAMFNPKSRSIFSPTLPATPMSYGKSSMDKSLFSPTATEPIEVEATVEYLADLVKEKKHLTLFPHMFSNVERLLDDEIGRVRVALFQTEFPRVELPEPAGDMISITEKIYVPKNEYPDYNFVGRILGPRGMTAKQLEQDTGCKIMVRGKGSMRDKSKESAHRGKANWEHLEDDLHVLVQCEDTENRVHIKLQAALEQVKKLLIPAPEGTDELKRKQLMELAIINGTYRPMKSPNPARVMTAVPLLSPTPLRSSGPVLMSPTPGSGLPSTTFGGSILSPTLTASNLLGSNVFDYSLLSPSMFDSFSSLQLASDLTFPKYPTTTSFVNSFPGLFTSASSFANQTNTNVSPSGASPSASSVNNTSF
Bcl-xL primary = blocks human Bcl-xL binding to Bim BH3 peptide. Q07817. GST-Bcl-xL / FITC-Bim BH3 peptide fluorescence polarization. inhibition, % at 10.9 µM. hit rate 0.7% among 320,000. AID 2129;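 active = inhibition above the mean of all tested compounds plus 3 SD, cutoff set per campaign, cut at about 30% in these data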;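 also: 0% = DMSO wells and 100% = unlabeled Bim-BH3 peptide competitor; inhibitors lower millipolarization by displacing the labeled peptide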
Fam108B counter = Fam108B inhibition, counter-screen for RBBP9 inhibitors; recombinant Fam108B, FP-Rh probe fluorescence polarization; inhibition, % at 9.51 µM; hit rate 0.33% among 300,000;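 active = inhibition above the screen mean inhibition plus 3 SD, computed separately per campaign, cut at about 18% in these data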;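 also: inhibitors lower polarization as less probe binds the enzyme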
CR mimetic SO = lowers age-related superoxide in aged yeast cells | S. cerevisiae aged cells, superoxide DHE fluorescence; stronger effect = lower value | AID 2690 | superoxide response (% of plate mean), % at 10 µM | hit rate 0.18% among 330,000;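 active = superoxide response under a set limit, about three screen SD below normal, cut at about 65% in these data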;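 also: yeast aged for seven days with compound at 30 °C before DHE staining; 100% = average MFI of all compound-treated wells on the plate with controls excluded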
EBNA-1 inhibitor = blocks EBNA-1 binding to DNA; hit rate 0.34% among 300,000; EBNA-1 DNA binding, fluorescence polarization; inhibition, % at 14.8 µM; in the data active = inhibition above about 28%
MCL1 BIM primary = disrupts human MCL1 binding to BIM-BH3 peptide; AID 2057; hit rate 0.68% among 320,000; GST-MCL1 / FITC-Bim-BH3 fluorescence polarization; Q07820; inhibition, % at 10.9 µM;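 active = inhibition above the mean inhibition of all tested compounds plus 3 SD, set per campaign, cut at about 40% in these data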;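 also: 0% = DMSO wells and 100% = unlabeled Bim-BH3 peptide control; higher means more loss of mP so more displacement of Bim peptide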
Target sequence (Q07820 whole entry, looked up): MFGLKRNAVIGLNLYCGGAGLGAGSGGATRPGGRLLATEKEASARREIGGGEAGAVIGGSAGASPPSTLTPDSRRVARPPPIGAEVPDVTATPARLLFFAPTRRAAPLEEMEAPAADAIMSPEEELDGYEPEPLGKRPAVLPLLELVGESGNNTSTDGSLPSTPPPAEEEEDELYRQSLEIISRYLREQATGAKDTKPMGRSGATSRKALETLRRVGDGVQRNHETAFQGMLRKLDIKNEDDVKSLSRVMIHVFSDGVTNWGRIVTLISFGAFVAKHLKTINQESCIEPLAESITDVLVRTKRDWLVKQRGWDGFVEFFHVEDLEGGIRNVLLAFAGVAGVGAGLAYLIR
MEX-5 binding = C. elegans MEX-5 TCR-2 RNA binding activity; activity score (negative = inhibition of binding), % at 10 µM; Q9XUB2; MEX-5/FITC-TCR2 RNA binding, fluorescence polarization; stronger effect = lower value; hit rate 0.38% among 300,000;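 active = inhibition past about -25% in most replicates, and total fluorescence under double the plate's negative control median, limit read from the data; inconclusive = replicates evenly split on the limit, or fluorescence at least double controls; inactive = too little inhibition in most replicates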;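 also: 0% = DMSO and -100% = 5 µM competing unlabeled TCR2 RNA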
ZTA DNA inh = blocks Epstein-Barr virus ZTA, an EBNA-1 counter-screen. P03206. AID 2234. inhibition, % at 11 µM. ZTA-DNA binding, fluorescence polarization. hit rate 0.15% among 320,000; in the data active = inhibition above about 33%
Target sequence (P03206 whole entry, looked up): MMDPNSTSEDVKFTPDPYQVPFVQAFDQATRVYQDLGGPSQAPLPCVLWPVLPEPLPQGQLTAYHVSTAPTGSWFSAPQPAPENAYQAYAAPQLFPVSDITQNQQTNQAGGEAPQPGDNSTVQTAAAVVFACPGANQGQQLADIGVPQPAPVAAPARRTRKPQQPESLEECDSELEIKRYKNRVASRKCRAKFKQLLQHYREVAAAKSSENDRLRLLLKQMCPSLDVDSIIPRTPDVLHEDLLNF
* hit, by the source's call; ? = inconclusive; · = no result given.

SMILES	Efflux pump inh	GLD-1 TGE inh	Bcl-xL primary	Fam108B counter	CR mimetic SO	EBNA-1 inhibitor	MCL1 BIM primary	MEX-5 binding	ZTA DNA inh
CC(=O)Nc1ccc(NC(=O)C(C)OC(=O)c2ccc3c(c2)OCCO3)cc1 (centres undefined)	-0.3	3.5	0.1	-2.3	105.6	-6.7	2.7	1.3	3.6
COc1cc(C(c2nnnn2C(C)(C)C)N2CCN(C)CC2)cc(OC)c1OC (centres undefined)	0.0	4.7	-1.7	-1.8	97.2	9.4	-5.1	-1.6	9.6
Cc1c(Cl)c(C(=O)NC2CCCC2)nn1C	0.0	6.7	2.0	-2.5	105.2	7.8	1.3	-0.7	6.1
O=C(CN1CCN(Cc2ccccc2)CC1)Nc1nnc(C(F)(F)F)s1	0.2	3.4	-1.3	-3.9	94.6	1.0	-7.2	0.0	-4.8
Cc1cc(C(=O)N/N=C/c2cc([N+](=O)[O-])ccc2O)c2ccccc2n1	0.2	9.2	1.4	0.1	112.5	-11.8	13.3	-3.6	-16.5
COc1cc(/C=N/NC(=O)c2cccs2)ccc1O	0.0	2.9	9.2	2.3	103.7	1.8	10.2	-3.4	17.8
Cn1nc(C(=O)OCC(=O)Nc2ccc(S(N)(=O)=O)cc2)c2ccccc2c1=O	-0.1	1.7	-4.4	8.1	103.2	6.4	-1.3	-2.0	-8.0
Cc1ccc(O)c(N=Nc2ccc(S(=O)(=O)N3CCCC3)cc2)c1	-0.1	-1.0	-1.7	2.8	113.7	3.5	-4.2	-0.4	-6.5
O=C(CSC1CCCCC1)N1CCN(c2ccccc2)CC1	0.1	6.7	4.3	-3.2	93.8	2.9	1.7	-0.3	16.4
CCOc1ccc(N(CC(=O)NCCSCc2ccco2)S(=O)(=O)c2ccc(C)cc2)cc1	0.0	1.6	-1.0	-5.6	112.5	-0.1	-0.2	2.7	0.4
COc1cccc(/C=C2\CCc3ccccc3C2=O)c1	0.0	-4.8	2.6	2.6	88.9	-4.8	2.2	0.5	-6.2
O=C(NC1CCCC1)c1ccc(S(=O)(=O)N2CCCC2)cc1	0.2	5.2	2.5	-1.9	94.0	-5.9	-1.1	0.2	-3.2
O=C(NCc1ccccn1)c1ccc(NS(=O)(=O)c2ccccc2)cc1	-0.1	-0.9	-1.8	-1.7	88.1	2.2	0.4	-1.4	-5.5
O=c1cn[nH]c2ccccc12	0.0	8.8	5.8	-3.6	97.2	8.3	1.7	-0.2	6.3
CCN(c1ccc(OC)cc1)S(=O)(=O)c1csc(C(N)=O)c1	0.1	-1.1	-5.0	-2.0	100.4	-1.6	-1.6	3.5	4.7
Cc1sc2nc(SCC(=O)N3CCCCC3)[nH]c(=O)c2c1C	0.1	-2.5	5.4	-3.4	92.7	7.7	2.6	2.8	22.9
CC(C)OC(=O)CSc1nnc(-c2ccccn2)n1N	0.1	2.1	-0.1	2.0	103.6	15.4	-4.5	0.4	9.6
C=CCn1c(O)c(N=NC(=O)CNC(=O)c2cccs2)c2ccccc21	0.0	3.6	3.4	0.3	102.8	-3.0	6.2	0.4	-4.1
Cc1cccc(-n2ncc3c(N4CCCC4)ncnc32)c1	0.1	6.5	5.9	-0.1	104.3	13.2	5.9	1.9	0.0
COc1cc(C2C(C#N)=C(N)OC3=C2C(=O)CC(C)(C)C3)cc2c1OCO2 (centres undefined)	0.1	-5.0	3.4	-3.2	98.5	-15.8	2.2	0.2	2.6
CC(C)C(=O)N1CCN(c2ccc(NC(=O)c3cccs3)cc2)CC1	0.0	1.8	4.6	0.6	90.1	-0.5	-2.0	0.4	-8.1
C=CCn1c(SCC(N)=O)nc2sc3c(c2c1=O)CCC3	0.1	-6.7	4.1	-10.1	98.5	-9.3	2.0	0.7	6.9
CCCN(CCC)S(=O)(=O)c1ccc(C(=O)Nc2cccnc2)cc1	-0.2	8.0	6.0	-2.6	107.3	-1.2	5.4	-1.6	-0.4
O=C(c1nc2ccc(Cl)cn2c1CN1CCCC(CO)C1)N1CCc2ccccc2C1 (centres undefined)	-0.2	6.7	7.8	1.2	98.6	9.5	6.5	-0.8	19.3
CCn1c(SCc2ccc(C(=O)O)cc2)nnc1-c1ccc(Cl)cc1	-0.1	3.5	1.6	-1.3	122.7	-0.8	3.3	-2.6	1.0
CC(C)(C)c1ccc(C(=O)Nc2cccc([N+](=O)[O-])c2)cc1	0.2	7.3	2.1	-0.9	80.1	4.3	-1.5	1.1	0.7
Cc1cc(=O)oc2cc(N3C(=O)CC(Cc4ccccc4)C3=O)ccc12 (centres undefined)	0.1	1.8	-1.7	-2.9	109.0	-4.7	-7.1	1.0	-22.9
O=C(O)COc1ccc(Oc2ccccc2)cc1	0.0	4.3	3.7	2.8	128.3	-11.3	2.6	-2.7	-2.7
COc1cc(C(=O)OC(C)C(=O)NC(=O)NC2CCCCC2)ccc1OC(F)F (centres undefined)	0.2	3.8	2.7	·	90.0	·	-7.2	·	-13.7
COc1cc(/C=C(\C#N)c2ccccn2)ccc1OCC(=O)Nc1cccc(C(F)(F)F)c1	-0.4	0.8	0.2	-6.2	104.2	-3.4	-3.4	-1.9	1.5
CCc1cccc(C)c1NC(=O)CN(C)Cc1ccc(Br)cc1	0.2	9.8	-3.6	-2.5	104.4	-11.8	-4.2	2.3	16.0
O=C(Nc1cc(Cl)ccc1C(=O)O)c1ccc(CN2C(=O)c3ccccc3C2=O)cc1	0.1	-0.3	0.2	-14.5	141.0	-4.3	-4.3	1.5	4.5
NS(=O)(=O)c1cccc(NC(=O)c2cccc(-c3ccc(O)cc3)c2)c1	0.1	0.5	9.2	-6.0	96.1	-2.4	11.5	-0.4	9.2
O=C(CN1C(=O)NC(c2ccc(F)cc2)C1=O)Nc1ccc2c(c1)OCCO2 (centres undefined)	0.0	6.0	4.0	·	110.6	·	10.5	·	9.0
O=C(O)C1(c2ccccc2)CCN(S(=O)(=O)c2ccc(Br)cc2)CC1	0.0	0.6	5.8	4.1	106.3	-4.2	11.0	0.6	-8.7
O=C(O)C(=O)/C(=C\c1ccc(Cl)cc1)c1ccc2ccccc2n1	-0.1	-2.2	-24.2	0.9	101.1	-4.1	-47.7	?	-14.1
O=C(COC(=O)c1ccco1)Nc1nnc(-c2ccccc2)o1	0.1	-0.8	-0.6	3.2	110.0	-0.1	5.0	-3.2	-0.4
C/C(N)=C(/C#N)C(=O)COC(=O)CC1CCCC1	-0.1	4.2	5.9	2.6	86.4	-14.9	-1.3	1.8	-20.1
O=C(CCN1CCN(CCO)CC1)Nc1ccc(F)c(F)c1	-0.2	4.7	6.1	-3.2	104.0	-3.9	8.6	-1.6	1.6
Cc1nn(CCC(N)=S)c2nc(-c3cccs3)cc(C(F)(F)F)c12	-0.1	-2.6	9.0	-2.9	125.2	25.2	14.0	1.7	-0.2

Reprinted from the part before: 2 compounds, followed by the next part.
SMILES	Efflux pump inh	GLD-1 TGE inh	Bcl-xL primary	Fam108B counter	CR mimetic SO	EBNA-1 inhibitor	MCL1 BIM primary	MEX-5 binding	ZTA DNA inh
O=C(CCN1CCN(CCO)CC1)Nc1ccc(F)c(F)c1	-0.2	4.7	6.1	-3.2	104.0	-3.9	8.6	-1.6	1.6
Cc1nn(CCC(N)=S)c2nc(-c3cccs3)cc(C(F)(F)F)c12	-0.1	-2.6	9.0	-2.9	125.2	25.2	14.0	1.7	-0.2
O=C(NC1CCCC1)C(c1ccc(Cl)cc1)N1CCOCC1 (centres undefined)	-0.1	2.9	3.4	0.0	97.3	-5.0	4.6	-0.7	6.5
Cc1c(CCOC(=O)c2cc([N+](=O)[O-])cc([N+](=O)[O-])c2)sc[n+]1CCCCS(=O)(=O)[O-]	0.0	0.2	3.1	0.0	112.0	-7.0	-2.7	-0.9	-0.5
Cc1ccccc1/C=C1\CCCc2ccccc2C1=O	0.1	4.5	1.1	-2.4	82.1	9.5	0.4	1.1	3.8
CCOc1cc(NC(=S)NCc2ccccc2)c(OCC)cc1NC(=O)C(C)C	0.2	-5.1	5.4	-2.3	109.7	-8.0	13.2	2.9	4.1
Cc1ccc(/C=C/C(=O)Nc2sc3c(c2C#N)CCCC3)o1	0.2	2.7	5.0	-8.7	85.0	5.9	5.8	-0.7	-18.5
O=C1CCCCN1CCCC(=O)N1CCCC(Nc2ccc(F)cc2)C1 (centres undefined)	0.4	-5.0	2.6	-1.5	116.5	14.7	0.0	-1.5	-3.0
CCN(C(=O)COC(=O)c1ccc(Cl)cc1N)C1CCCCC1	0.3	-0.3	-4.6	-2.3	96.9	-6.4	4.8	1.2	20.7
CCOC(=O)N1CCC(NC(=O)c2ccc3c(c2)ncn3C2CCCC2)CC1	0.2	-2.8	-1.7	2.6	91.2	-1.2	-1.8	-0.4	11.1
O=C(NCc1nnc(SCC(=O)N2CCCC2)o1)c1ccc(F)cc1	0.4	9.6	1.2	-1.1	105.5	-4.2	-9.1	0.6	-6.0
O=C(CCN1C(=O)C2C3C=CC(C3)C2C1=O)Nc1ccccc1 (centres undefined)	0.2	0.8	17.3	3.3	98.8	4.5	4.5	3.3	-26.2
O=C(CNCc1cccs1)Nc1ccc(OC(F)(F)F)cc1	0.3	-4.0	-0.6	5.3	109.3	-15.7	-11.6	-2.3	-15.4
Cc1ccc(C(=O)C2=C(O)C(=O)N(Cc3ccco3)C2c2cccc(Cl)c2)o1 (centres undefined)	0.1	3.3	2.0	-3.7	99.8	-2.5	3.0	-1.1	-3.7
O=C1CC(N2CCC(c3nc4ccccc4o3)CC2)C(=O)N1 (centres undefined)	0.0	-3.4	5.8	0.8	91.6	-1.4	3.0	1.7	-5.1
COc1ccc(Br)cc1C(=O)Nc1cc(C)cc(C)c1	0.1	-1.7	1.3	4.1	96.2	2.6	5.5	-0.5	-16.6
CN1CCN(C(=O)c2ccccc2NC(=O)c2sc3ccccc3c2Cl)CC1	-0.1	-3.7	2.7	-3.1	84.8	9.7	0.3	0.8	10.6
CC(=O)c1nn(-c2cccc(C(F)(F)F)c2)c(=O)[nH]c1=O	0.0	3.0	3.0	-3.6	99.9	-1.0	-2.8	0.5	-10.4
C=C(C)Cn1c(SCC(=O)O)nnc1-c1ccccc1	0.0	-0.2	5.3	0.5	92.3	5.4	0.1	0.1	-15.2
COc1cc(C2=NOC(C(=O)Nc3ccc(C)cc3)C2)cc(OC)c1OC (centres undefined)	0.1	8.2	2.5	-2.8	84.9	-2.5	0.4	4.2	-3.6
CCS(=O)(=O)NCc1cn2ccsc2n1	0.0	3.5	3.4	0.5	94.2	-1.3	0.6	-1.2	5.3
Cc1cccc(N2CC(C(=O)Nc3ccc4c(c3)OCO4)CC2=O)c1C (centres undefined)	0.0	1.1	3.8	-10.0	112.0	-1.1	0.3	0.1	-3.8
Cc1nn(-c2ccccc2)c2sc(C(=O)OCc3nnc(-c4ccccc4)o3)cc12	0.1	-4.1	4.0	-1.5	91.4	5.1	4.3	0.3	-30.3
Cc1cccc(C)c1NC(=O)C(c1ccccc1)N1CC(=O)Nc2ccccc21 (centres undefined)	-0.2	5.0	1.1	2.8	93.3	-0.1	0.3	-3.6	-0.9
CS(=O)(=O)N(CC(=O)N1CCOCC1)c1cccc(F)c1	0.2	-3.3	-1.9	-0.1	101.7	-3.2	-0.8	-2.0	1.6
Cc1cc(C)n2nc(N)c(N=Nc3cccc(Cl)c3)c2n1	0.2	4.2	4.4	1.4	172.6	-7.0	2.7	-0.3	0.1
Cc1ccc(O)c(CNc2cnc3ccccc3c2)c1	0.0	-4.5	0.6	6.1	101.8	5.1	0.4	-2.3	6.5
